Screens from PubChem.
ER stress surv – ER stress cell death inhibition; relative survival (cellular ATP), % at 15 µg/mL (by protocol); 48,000 tested, 0.33% active; CSM14.1 thapsigargin ER stress survival, ATP luminescence;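 active = survival measured by cellular ATP above 50% at 15 µg/ml in the first screen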;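 also: cell death triggered by about 15 µM thapsigargin; ATP read 24 h after thapsigargin was added; plate controls were thapsigargin with DMSO for no effect and DMSO without thapsigargin for full effect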
Numbers without * were called inactive.

SMILES	ER stress surv
CCC1=NN2C(=N)/C(=C/c3ccc(OCCOc4cccc(OC)c4)cc3)C(=O)N=C2S1	-1
CC1=NNC(=O)C1CC(=O)N/N=C/c1cccc(OCc2ccccc2)c1 (stereo not drawn)	8
O=C1c2ccccc2-c2nc3ccc([N+](=O)[O-])cc3nc21	21
CCOC(=O)c1ccc(NC(=O)Cc2ccccc2OC)cc1	-1
CC(C)c1ccc(NC(=O)C2CC3CCC2C3)cc1 (stereo not drawn)	6
CC(C)c1ccc(NC(=O)C(=O)NCCO)cc1	3
COc1ccc(N=C2NC(=O)/C(=C/c3ccc(Cl)cc3)S2)cc1	1
CCCCOC(=O)c1ccc(NC(=O)Nc2ccc(OC)c(OC)c2)cc1	7
C=CCNC(=O)C(=O)Nc1ccc(OC)c(Cl)c1	3
CCCOc1ccc(C(=O)CCc2ccccc2)cc1OCCC	9
Cc1ccc(C(=O)NCCCNc2ccc([N+](=O)[O-])cc2Cl)cc1	3
Cc1cc(C)cc(NC(=O)COc2ccc3ccccc3c2)c1	9
Cc1cc(-n2cccn2)nc(-c2ccc(Br)cc2)n1	-4
COC(=O)c1ccccc1NC(=O)c1ccc2c(c1)OCCO2	-6
CCOC(=O)C(CC(C)C)NC(=O)/C(=C\c1ccccc1F)NC(=O)c1ccccc1 (stereo not drawn)	19
S=C1NCN(Cc2ccccc2)CN1c1ccccc1	11
Cc1onc(-c2ccccc2Cl)c1C(=O)N[C@@H](C)c1ccccc1	-6
COC(=O)C1=C(C)NC(C)=C(C(=O)OC)C1c1ccc(-c2ccc(Cl)cc2Cl)o1	10
COC(=O)C(NC(=O)c1ccccc1Br)C(C)C (stereo not drawn)	0
C/C(=C1/C(=O)N(c2nc3ccccc3s2)N=C1CSc1ccc(Cl)cc1)N1CCOCC1	8
Cc1ccc2c(c1)NC(c1cccs1)C1=C(CC(c3ccccc3)CC1=O)N2 (stereo not drawn)	-4
CCN(CC)c1ccc(NC(=O)c2ccc(C(C)C)cc2)cc1	9
CCCNC1=CC(=O)C(NCCC)=CC1=O	8
Cc1ccc(C)c(NC(=S)NC(=O)c2ccco2)c1	2
CC(=O)CC(=O)Nc1c(C)cc(C)cc1C	-2
COc1ccc(N(CC(=O)O)S(C)(=O)=O)cc1	8
O=C(CN(c1ccc(F)cc1)S(=O)(=O)c1ccccc1)N1CCN(c2ccccc2)CC1	12
Cc1ccc(OCC(=O)O/N=C(\N)c2ccc(Cl)cc2)cc1	-6
O=C(N/N=C/c1cc(Br)cc(Br)c1O)c1ccc(N2CCCC2=O)cc1	-2
O=C(N/N=C/c1cc(Br)cc(I)c1O)c1cccc([N+](=O)[O-])c1	-3
COc1cc(/C=C2/SC(=S)N(CC(=O)Nc3nc4ccccc4s3)C2=O)cc(OC)c1OC	10
O=S(=O)(c1cccc2cccnc12)N1CCCc2ccccc21	10
CCOC(=O)c1c(C)[nH]c(N=Nc2ccccc2Cl)c1C	16
O=C(N/N=C/c1ccccc1Br)C(=O)N/N=C/c1ccccc1Br	6
C=CCOc1ccc(C2C3=C(CC(C)(C)CC3=O)OC3=C2C(=O)CC(C)(C)C3)cc1OCC	7
O=c1ccnc(SCc2ccc(Cl)cc2Cl)[nH]1	-4
CCOc1ccccc1NC(=O)C1CN(S(=O)(=O)c2ccccc2)CCN1S(=O)(=O)c1ccccc1 (stereo not drawn)	8
COc1ccc(C2CC(=O)C3=C(C2)Nc2ccccc2NC3c2cccc(Br)c2)cc1 (stereo not drawn)	25
COCc1cc(CN(C)C2CCCCC2)c(O)c2ncccc12	1
Cc1ccc(C)c(NC(=O)C2CC3CCC2C3)c1 (stereo not drawn)	8
CCOc1ccc(N(CC(=O)N2CCOCC2)S(=O)(=O)c2ccc(SC)cc2)cc1	2
O=C1C(=O)N(CCCn2ccnc2)C(c2cccc([N+](=O)[O-])c2)/C1=C(\O)c1ccc(Cl)cc1 (stereo not drawn)	1
C=CCN1C(=O)/C(=C\c2ccc(N(CC)CC)cc2O)SC1=S	8
CCn1c(O)c(C=NCCc2ccc(O)c(O)c2)c2ccccc21	-3
Cc1cc(OCC(=O)NCc2ccc3c(c2)OCO3)ccc1Br	6
Cc1cccc(-n2c(C)cc(/C=N\NC(=O)c3cccs3)c2C)c1	-5
O=c1[nH]c(NCCCO)nc2sc3c(c12)CCCC3	0
O=C(COc1cccc(Cl)c1)Nc1ccc2c(c1)OCCO2	9
CC1CCN(C(=O)c2ccc(N(C)S(=O)(=O)c3ccccc3)cc2)CC1	11
CC1(C)CC(C(CC(=O)O)Cc2ccccc2)CCO1 (stereo not drawn)	1
COc1ccc(C(=O)Nc2cccc(-c3nc4ccccc4s3)c2C)cc1	21
Cc1cc(C)nc(NS(=O)(=O)c2ccc(N/C=C\C(=O)c3ccc4ccccc4c3)cc2)n1	9
Cn1ccnc1SCC(=O)c1ccc(Br)cc1	1
CC(C)(C)OC(=O)C1C(=O)CC(C)(O)C(C(=O)OC(C)(C)C)C1c1ccccc1 (stereo not drawn)	7
COCCCNC(=O)C(=O)NCCc1ccc(OC)cc1	8
O=C(NCC1CCCO1)c1nc2nc(-c3ccccc3)cc(C(F)(F)F)n2n1 (stereo not drawn)	4
O=C1NC(=O)N(c2ccccc2)C(=O)C1C(c1ccccc1)c1ccccc1 (stereo not drawn)	3
Cc1cccc(C)c1NC(=O)C(=O)NCC1CCCO1 (stereo not drawn)	2
COc1ccc(/C(N)=N/OC(=O)c2ccc(F)cc2)cc1	-6
O=c1[nH]c(=O)n(-c2ccccc2)c(O)c1C(c1cccnc1)c1c(O)n(-c2ccccc2)c(=O)[nH]c1=O	4

(more compounds)
SMILES	ER stress surv
Cc1cc(C)c2nc3s/c(=C\c4cc(Br)ccc4O)c(=O)n3c2c1	6
O=C(Nc1ccccc1C(=O)Nc1ccccn1)c1ccc([N+](=O)[O-])cc1	11
O=C(Cc1ccccc1)N1N=CCC1(O)c1ccccc1 (stereo not drawn)	-6
CC(=O)CC(=O)Nc1cc(C(F)(F)F)ccc1Cl	6
COc1ccc(CN2CCN(C3CC4CCC3C4)CC2)c(OC)c1 (stereo not drawn)	-2
C=CCOC(=O)C1=C(C)NC(C)=C(C(=O)OCC=C)C1c1ccc(C)cc1	0
CN(CCCC(=O)O)S(=O)(=O)c1ccc2c(c1)C(=O)c1cc(S(=O)(=O)N(C)CCCC(=O)O)ccc1-2	9
NC(=O)C1=CN(Cc2ccccc2)C=CC1	1
COC(=O)c1cc(NC(=O)c2ccc(-c3cccc(Cl)c3C)o2)cc(C(=O)OC)c1	2
CC(C)CC(Nc1c(C(=O)Nc2ccc(Cl)cc2)cc([N+](=O)[O-])cc1[N+](=O)[O-])C(=O)O (stereo not drawn)	-15
Cn1c(-c2ccccc2)c(-c2ccccc2)n(C)c1=O	-18
COc1ccc(/C(O)=C2\C(=O)C(=O)N(CCc3ccccc3)C2c2ccc(OC)cc2)cc1 (stereo not drawn)	8

Exported bar-delimited: part of the list above.
SMILES | ER stress surv
O=C(Nc1ccccc1C(=O)Nc1ccccn1)c1ccc([N+](=O)[O-])cc1 | 11
COc1ccc(/C(O)=C2\C(=O)C(=O)N(CCc3ccccc3)C2c2ccc(OC)cc2)cc1 (stereo not drawn) | 8
C=CCOC(=O)C1=C(C)NC(C)=C(C(=O)OCC=C)C1c1ccc(C)cc1 | 0
O=C(Cc1ccccc1)N1N=CCC1(O)c1ccccc1 (stereo not drawn) | -6
CN(CCCC(=O)O)S(=O)(=O)c1ccc2c(c1)C(=O)c1cc(S(=O)(=O)N(C)CCCC(=O)O)ccc1-2 | 9
COC(=O)c1cc(NC(=O)c2ccc(-c3cccc(Cl)c3C)o2)cc(C(=O)OC)c1 | 2

(more compounds)
SMILES	ER stress surv
COc1ccc(NC(=O)CCc2ccccc2)c(OC)c1	8
COc1ccc(-c2noc(-c3ccco3)n2)cc1	-13
CC(=O)SCCC(=O)N1CCn2c3c(c4cc(C)ccc42)CCCC31 (stereo not drawn)	10
CO/N=C(/C(=O)O)c1cn2ccccc2n1	3
CCOC(=O)c1c(N)sc(C)c1CC	3
CCCCOc1ccc(-c2c(C#N)c(N)nc(SCc3ccc(Cl)cc3)c2C#N)cc1	18
CC1=NN(C(=O)C(C)C)C(C)(NNC(=O)C(C)C)C1 (stereo not drawn)	12
O=C(O)C(Cc1ccccc1)N=C(NS(=O)(=O)c1ccccc1)c1ccccc1 (stereo not drawn)	2
Cc1cc2nc3n(c2cc1C)CCN3	-6
CCOC(=O)c1c(-c2ccc(OC)cc2)csc1NC(=O)c1ccccc1Br	0
O=C(CSc1nnc(CCCN2C(=O)c3cccc4cccc(c34)C2=O)n1-c1ccccc1)NCCCO	8
Cc1ccc(S(=O)(=O)Nc2c(C)cc(C)cc2C)c(C)c1	10
O=C1C2C3C=CC(C3)C2C(=O)N1c1ccc([N+](=O)[O-])cc1Br (stereo not drawn)	-1
O=C(COc1ccccc1[N+](=O)[O-])Nc1ccc2oc(-c3cccc(Cl)c3)nc2c1	4
Cc1cc2nc(-c3ccc(Cl)c(NC(=O)/C=C/c4ccco4)c3)oc2cc1C	13
Cc1ccc(N2C(=O)CC(Sc3nc4ccccc4s3)C2=O)cc1 (stereo not drawn)	14
CCc1ccc(/C=C2/SC(=S)N(CC(=O)O)C2=O)cc1	-5
COc1cc(C=C2C(=O)NC(=O)NC2=O)ccc1OCc1c(C)no[n+]1[O-]	0
CC(=O)Nc1ccc(-c2ccc(OCc3ccccc3)cc2)cc1	10
N/C(=N\N=C\c1ccccc1O)c1nonc1N	-2
Cc1cccc(C(C)C)c1NC(=O)COc1ccc(Cl)cc1Cl	-6
CC1CCC2(CC1)C(C#N)=C(SCC(N)=O)NC(=O)C2C#N (stereo not drawn)	-1
COCCOC(=O)C1=C(C)NC(=O)CC1c1ccccc1Br (stereo not drawn)	5
CC1=NNC(=O)/C1=C\c1cn(-c2ccccc2)nc1-c1ccc(C)o1	2

Shown with bars between the fields: 6 of the compounds above.
compound | ER stress surv
CC(=O)SCCC(=O)N1CCn2c3c(c4cc(C)ccc42)CCCC31 (stereo not drawn) | 10
CO/N=C(/C(=O)O)c1cn2ccccc2n1 | 3
CCOC(=O)c1c(N)sc(C)c1CC | 3
CCCCOc1ccc(-c2c(C#N)c(N)nc(SCc3ccc(Cl)cc3)c2C#N)cc1 | 18
CC1=NN(C(=O)C(C)C)C(C)(NNC(=O)C(C)C)C1 (stereo not drawn) | 12
O=C(O)C(Cc1ccccc1)N=C(NS(=O)(=O)c1ccccc1)c1ccccc1 (stereo not drawn) | 2

Further structures:
SMILES	ER stress surv
Cc1ccc(C2Nc3ccc(C(=O)c4ccccc4)cc3NC3=C2C(=O)CCC3)o1 (stereo not drawn)	-1
CCCCOc1ccc(C(=O)N2CCC(Cc3ccccc3)CC2)cc1	11
CC(C)(C)c1ccc(OCC(=O)Nc2cccc(NC(=O)c3ccccc3)c2)cc1	4
CCOC(=O)c1c(NC(=O)c2ccc(N3C(=O)CCC3=O)cc2)sc2c1CCCC2	-3
COc1ccc(Br)cc1/C=C/C(=O)c1ccc(C)cc1	-3
Cc1c(N2C(=O)/C(=C/c3cccs3)SC2=S)c(=O)n(-c2ccccc2)n1C	8
S=c1n(CN2CCOCC2)nc(-c2ccccc2Cl)n1-c1ccccc1	-8
O=C(O)CSc1nc2ccc(N3C(=O)C4CCCCC4C3=O)cc2s1 (stereo not drawn)	8
Cc1cc(C)cc(CSCC(=O)Nc2cc(Cl)ccc2Cl)c1	-4
c1coc(Cn2c(-c3ccco3)nc3ccccc32)c1	-1
CC(C)(C)NC(=O)C(=O)N/N=C/c1c(Cl)cccc1Cl	3
Cc1nc2sc3c(c2c(=O)[nH]1)CCC3	2

3 compounds from above, arranged by molecular weight, high to low.
SMILES	ER stress surv
Cc1c(N2C(=O)/C(=C/c3cccs3)SC2=S)c(=O)n(-c2ccccc2)n1C	8
CC(C)(C)c1ccc(OCC(=O)Nc2cccc(NC(=O)c3ccccc3)c2)cc1	4
O=C(O)CSc1nc2ccc(N3C(=O)C4CCCCC4C3=O)cc2s1 (stereo not drawn)	8

The list goes on.
SMILES	ER stress surv
COc1ccc(S(=O)(=O)N2CCN(Cc3ccccc3OC)CC2)cc1	6
Clc1ccccc1CN1CCN(Cc2ccncc2)CC1	1
COc1ccc(/C=N\NC(=O)CNc2ccccc2C)cc1Cl	3
COc1ccc(C(=O)NCc2ccc(C)cc2)cc1OC	16
O=[N+]([O-])c1ccc(C2NN=C(c3ccccc3)S2)cc1 (stereo not drawn)	2
CCCc1cc(C(=O)OC)c(NC(=O)C2C3CCC(C3)C2C(=O)O)s1 (stereo not drawn)	8
O=C(NC(=S)Nc1ccc(NC(=O)c2ccccc2)cc1)c1ccc(Cl)cc1	-9
O=C(Nc1cccc2nsnc12)c1ccc([N+](=O)[O-])cc1	-2
COc1ccc(C2CC(c3ccccc3)=NN2C(C)=O)cc1 (stereo not drawn)	2
Cc1ccnc(NC(=O)Cc2ccc(Br)cc2)c1	1
O=C(O)c1cccc2c1NC(c1ccc([N+](=O)[O-])cc1)C1CC=CC21 (stereo not drawn)	3
CN(C)c1ccc(/C=C/C(=O)c2cccc([N+](=O)[O-])c2)cc1	8
C=CCn1c(=N)n(CC(O)c2ccc(C)cc2)c2ccccc21 (stereo not drawn)	-7
NC(=O)c1cccc(N=Cc2ccccc2[N+](=O)[O-])c1	12
Cc1ccc(Cl)cc1NC(=O)CN(c1cccc([N+](=O)[O-])c1)S(=O)(=O)c1ccccc1	1
COC(=O)c1ccc(/C=N/NC(=O)COc2c(Br)cc(Br)cc2Br)cc1	5
Cc1csc(-c2cc3ccc(OC/C=C/c4ccccc4)cc3oc2=O)n1	0
COc1ccc(C(=O)NCc2ccccc2C)cc1OC	3
CC(=O)c1cccc(NS(=O)(=O)c2cc(Cl)ccc2Cl)c1	0
CC(=O)NS(=O)(=O)c1ccc(NS(=O)(=O)Cc2ccccc2)cc1	-1
Cc1ccc(C2C(C#N)=C(N)Oc3c2ccc2cccnc32)cc1 (stereo not drawn)	1
O=[N+]([O-])c1ccc(CP(=O)(c2ccccc2)c2ccccc2)cc1	5
COc1cc(/C=C2/SC(=S)NC2=O)ccc1OC(=O)c1ccc([N+](=O)[O-])cc1	2
CC(=O)Nc1ccc(Cl)c(-c2nc3ccccc3s2)c1	3
O=C(O)c1cc(-c2ccc(/C=N/Nc3ccc(Cl)c(Cl)c3)o2)ccc1Cl	-2

Some of the compounds tested. The share of hits here may be higher or lower than overall.
